AddAB inh: less growth of phage-infected E. coli with AddAB. E. coli expressing H. pylori AddAB, absorbance growth. 0.29% of 330,000 active. inhibition, % at 11.9 µM; in the data active means inhibition above about 12%;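 further: 0% = vehicle wells of infected cells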
HTR5A inv ag: HTR5A inverse agonism, opioid heterodimer counter-screen; P47898; HTR5A cell line, luminescence; inhibition, % at 9.3 µM; 0.083% of 340,000 active; AID 504634; in the data active means inhibition mostly above about 23%, no sharp cut-off; inactive means mostly below about 18%;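 further: 0% = cells with DMSO and 100% = no-cell wells with DMSO; some compounds called inactive have numbers as strong as hits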
Target sequence (P47898 whole entry, looked up): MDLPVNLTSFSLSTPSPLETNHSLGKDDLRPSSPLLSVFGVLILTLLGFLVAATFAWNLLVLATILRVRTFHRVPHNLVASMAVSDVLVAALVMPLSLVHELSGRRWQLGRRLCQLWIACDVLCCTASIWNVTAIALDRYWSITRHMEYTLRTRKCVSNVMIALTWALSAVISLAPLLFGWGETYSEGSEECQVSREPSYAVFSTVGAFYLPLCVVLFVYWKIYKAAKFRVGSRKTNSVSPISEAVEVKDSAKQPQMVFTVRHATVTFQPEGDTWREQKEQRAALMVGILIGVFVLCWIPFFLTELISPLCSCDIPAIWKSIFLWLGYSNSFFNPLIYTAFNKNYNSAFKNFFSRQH
PKA-R2B act: activates the human PKA-R2B holoenzyme complex; P22694+P31323; PKA-R2B holoenzyme dissociation, Cy5-IP20 fluorescence polarization; R2B truncated from residue 108, S112A mutant; 0% DMSO only, 100% 113 µM cGMP; activation, % at 11.4 µM; 0.079% of 340,000 active; AID 504700;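 active means activation above a cutoff set at the mean over all compounds plus 3 SD, cut at about 18% in these data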;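 further: higher means more holoenzyme dissociation and a rise in polarization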
DAGLB inh: diacylglycerol lipase beta (human) inhibition; Q8NCG7; HEK293T DAGLB membrane lysate, EnzChek fluorogenic substrate; AID 504411; inhibition, % at 5.17 µM; 0.059% of 340,000 active; in the data active means inhibition above about 34%;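 further: 0% = enzyme with vehicle and 100% = wells lacking enzyme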
Target sequence (Q8NCG7 whole entry, looked up): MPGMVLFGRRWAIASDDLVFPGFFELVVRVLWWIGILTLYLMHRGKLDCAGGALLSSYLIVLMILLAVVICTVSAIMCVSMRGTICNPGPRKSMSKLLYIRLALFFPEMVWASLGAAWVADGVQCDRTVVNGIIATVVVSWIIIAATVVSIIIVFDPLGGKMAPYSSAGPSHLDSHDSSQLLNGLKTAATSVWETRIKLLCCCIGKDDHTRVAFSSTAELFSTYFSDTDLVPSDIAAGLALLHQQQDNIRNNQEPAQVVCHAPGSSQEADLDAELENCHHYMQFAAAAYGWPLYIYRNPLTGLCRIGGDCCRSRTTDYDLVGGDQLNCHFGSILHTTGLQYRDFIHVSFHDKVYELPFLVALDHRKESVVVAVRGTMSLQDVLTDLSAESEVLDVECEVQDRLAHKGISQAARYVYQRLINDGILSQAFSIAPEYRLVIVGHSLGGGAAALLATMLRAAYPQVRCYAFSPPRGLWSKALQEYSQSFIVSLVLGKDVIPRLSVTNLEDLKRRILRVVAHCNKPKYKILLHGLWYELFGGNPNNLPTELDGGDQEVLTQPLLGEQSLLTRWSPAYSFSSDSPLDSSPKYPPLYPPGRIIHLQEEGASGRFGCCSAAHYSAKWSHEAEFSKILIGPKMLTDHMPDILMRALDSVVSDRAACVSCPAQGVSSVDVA
HTR5A ag: activates human HTR5A in OPRM1-OPRD1 agonist counter-screen | HTR5A agonist assay, luminescence, cell-based | activation, % at 9.3 µM | 0.61% of 340,000 active | P47898 | AID 504692; in the data active means activation mostly above about 9.5%, no sharp cut-off; inactive means mostly below about 7.6%;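 further: 0% = cells with vehicle only and 100% = reference agonist; strong numbers were not always called active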
phage Ecoli inh: E. coli growth loss with phage present; AID 651602; 0.26% of 360,000 active; growth absorbance; inhibition, % at 11.9 µM; in the data active means inhibition above about 11%
Ecoli viability: counter-screen for AddAB inhibitors: E. coli growth inhibition. 0.27% of 330,000 active. E. coli V3065 growth, OD600 absorbance, 18 h. inhibition, % at 11.9 µM. AID 449728;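 active means inhibition above the campaign's mean inhibition across all tested compounds plus 3 SD, cut at about 9.9% in these data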;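 further: uninfected addAB+ strain grown without phage in ampicillin broth; 0% = DMSO wells and 100% = ciprofloxacin 0.95 µg/ml wells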
PKA-R1A activ: activates the PKA-R1A holoenzyme complex | P00514+P68181 | PKA-R1A dissociation, Cy5-IP20 fluorescence polarization; scaled: DMSO 0%, 113 µM cGMP 100% | activation, % at 11.4 µM | 0.083% of 340,000 active | AID 504707;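 active means percent activation above the mean of all tested compounds plus 3 SD, cut at about 19% in these data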;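 further: higher means more PKAc released from R1A so a rise in polarization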
Tat export inh: blocks Tat-dependent protein export in E. coli; E. coli MC4100 TorA-mCherry Tat export, fluorescence; inhibition, % at 10 µM; 0.036% of 340,000 active; AID 488895;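 active means mean replicate inhibition at least 50% and at least half of replicates individually reaching 50%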;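 further: exported cargo escapes ClpAP degradation while cytoplasmic cargo is degraded and loses fluorescence; 0% = median of neutral control wells and 100% = median of NaSCN control wells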
CDK5 p35 inh: blocks human CDK5/p35 kinase activity; 0.01% of 330,000 active; Recombinant CDK5/p35, ADP-Glo luminescence, 60 min; inhibition, % at 10 µM; Q00535+Q15078;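 active means highest replicate inhibition of at least 50% and at least 75% of replicates reaching 50%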;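 further: plate controls were DMSO neutral control for no effect and GW8510 at 10 µM for full effect; many of its hits are not listed in these tables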
SUMO Mot1 rescue: blocks SUMOylation pathway, rescuing yeast Mot1-301 growth; S. cerevisiae Mot1-301 growth rescue, ATP luminescence, 38.5C; percent above DMSO median, 100 means doubled; growth rescue, % at 18.8 µM; 1% of 320,000 active;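 active means every valid replicate shows activation above 250% relative to neutral control wells; inactive means the rest, any valid replicate at or below 250%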;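 further: OY570 slx delta 5 strain wells were the positive control but not used for scaling; some compounds called inactive have numbers as strong as hits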
* hit, by the source's call; i = inactive; . = no result given.

Molecule	phage Ecoli inh	AddAB inh	Tat export inh	HTR5A inv ag	HTR5A ag	SUMO Mot1 rescue	CDK5 p35 inh	Ecoli viability	PKA-R1A activ	PKA-R2B act	DAGLB inh
Cc1ccccc1NC(=O)c1ccc2nccnc2c1	2.1	3.1	-4	13	-2	6	-0.9	2.1	-1	-2	3
CCOC(=O)CSc1nc(C)nc2c1sc1nc(C)c(C(C)=O)c(-c3ccc(OC)cc3)c12	1.2	3.1	4	-16	6	-6	-0.9	2.8	2	1	-6
CCOc1ccc(CCNC(=O)c2ccc3c(=O)[nH]c4c(C(=O)NC(C)C)sc(=S)n4c3c2)cc1	-0.5	3.9	-11	8	-2	-2	-2.0	1.1	-6	3	2
COc1ccccc1CNc1ncnc2cc(Cl)ccc12	2.9	.	1	5	-2	.	-0.1	.	2	1	-2
Cn1c(N)c(C(=O)COC(=O)/C=C/c2cccc(F)c2)c(=O)n(C)c1=O	1.3	1.2	4	2	-1	-5	-0.1	0.0	-1	0	-4
C[C@]12C=C[C@H](O)CC1=CCC1C2CC[C@@]2(C)C1CCC21OCCO1 (stereo not given in full)	0.5	-3.0	-4	-7	2	28	-2.2	-0.8	-7	-10	-15
CCCC(=O)Nc1cc(OC)c(NC(=S)Nc2ccc(CC)cc2)cc1OC	1.8	.	-8	-24	6	.	0.7	.	-3	1	1
O=C(NC1CCCCCCC1)C1=COCCO1	3.5	0.9	-5	16	5	-10	2.8	-0.2	7	-5	-2
O=C(c1ccccc1O)N1N=C(c2ccccc2)CC1(O)C(F)(F)F (stereo not given)	6.9	0.9	0	21	1	i	-0.1	1.1	-12	-1	0
CCOC(=O)/C=C1\CC(C(=O)OCC)Oc2ccccc21 (stereo not given)	0.3	0.2	-2	-3	1	.	2.2	0.4	-2	2	-2
Cc1ccc2c(c1)N(CCC(=O)NCCN1CCOCC1)C(=O)CO2	3.4	1.3	10	-6	-2	2	1.2	-1.8	5	-8	-1
CNC(=O)/C(=C\c1ccc([N+](=O)[O-])cc1)NC(C)=O	4.0	1.3	-9	6	-3	1	0.4	-0.8	-6	-10	3
CN(C)CCCN(C(=O)COc1ccccc1)c1nc2ccc(F)cc2s1	-1.1	-0.2	13	6	-2	15	-1.1	-0.7	5	-7	-1
NNC(=O)C1CC1c1ccccc1 (stereo not given)	4.5	3.7	1	6	0	3	-0.5	0.8	-6	4	0
CCOC(=O)c1sc(NC(=O)C(CC)Sc2nc3ccccc3[nH]2)nc1C (stereo not given)	3.3	2.4	3	16	-3	.	-1.9	1.4	-2	-8	-7
Fc1ccc(-c2nnn(Cc3ccccc3Cl)n2)cc1	2.4	-0.4	-1	-3	1	15	-0.4	1.1	6	1	-10
Cc1ccc(C(=O)O)cc1-c1ccc(C=C2C(=O)c3ccccc3C2=O)o1	3.1	0.3	5	-2	1	3	-0.6	1.5	-11	-5	2
Cc1cc2c(ncn2C)c(NS(=O)(=O)c2ccc(Cl)cc2)c1C	1.2	1.8	2	8	-3	i	-0.4	-0.1	-10	1	-1
Cc1ccccc1NS(=O)(=O)c1ccc(C(=O)N2CCN(c3ccccn3)CC2)cc1	5.0	2.7	0	19	-4	3	-1.8	-0.4	0	-5	1
Cc1c(C(=O)N2CCC(N3CCSCC3)CC2)oc2c(F)cccc12	1.8	0.9	2	2	2	70	-0.4	-2.8	-8	-9	-6
COc1ccc(CC2(CO)CCN(Cc3cnn(C)c3C)CC2)cc1	3.6	-3.3	-4	17	-7	431	2.7	-1.5	-4	4	1
COCC(=O)N(Cc1cc2cc(OC)ccc2[nH]c1=O)c1ccccc1	1.5	0.5	0	-8	2	.	1.1	-0.8	0	0	5
CCCCCCCc1nc2sc3c(c2c(=O)n1N)CC(C)(C)OC3	3.5	0.3	0	-10	3	5	0.1	-1.3	6	-9	-2
Cc1ccc(CC2CC(=O)N(c3nc(C)cc(C)n3)C2=O)cc1 (stereo not given)	2.8	-0.3	-1	13	-2	.	2.0	-0.9	-7	4	1
CSc1cccc(CNC(=O)C2CCC(=O)N(CC3CCCCC3)C2)c1 (stereo not given)	-0.8	3.0	-8	11	-4	-2	0.0	0.9	-5	-7	-2
COc1cccc(N2CCN(C3CCCC(C)C3)CC2)c1 (stereo not given)	.	1.4	9	5	3	676*	-1.5	-0.1	-4	-5	-1
O=C(NCCC1=CCCCC1)C1CCN(C(=O)Nc2ccccc2)CC1	4.2	1.0	-1	11	0	107	0.3	-0.2	-6	6	1
CCOC(=O)C(=O)Nc1cc(C)on1	-4.6	-1.7	0	21	3	-5	-2.0	-0.6	1	-6	-2
O=C(Nn1c(-c2ccc(F)cc2)nc2ccccc2c1=O)c1cccnc1	5.6	0.4	2	0	0	2	-1.3	0.6	-12	3	2
COc1ccc(C(C)NC(=O)C2CCCO2)cc1OC (stereo not given)	.	0.3	5	-24	2	-9	0.0	0.2	-8	-2	0
CC(C)c1ccc(CN(C)CC(O)c2ccccc2)cc1 (stereo not given)	1.0	-0.3	15	-4	1	1	0.0	1.9	-10	-11	2
OC[C@H]1O[C@@H](O[C@@H]2[C@@H](CO)O[C@@](O)(CO)[C@H]2O)[C@H](O)[C@@H](O)[C@H]1O	1.8	1.4	5	12	2	7	-0.7	1.0	1	0	-1
COc1ccc(S(=O)(=O)NCCCn2ccnc2)cc1Cl	0.8	2.8	4	27	4	222	0.3	0.7	7	-7	1
Cc1ccc(Cl)cc1N1CCN(C(=O)c2ccc(CN3CCOCC3)cc2)CC1	1.9	1.3	2	-6	2	13	-0.8	-3.0	0	-11	1
CCCNC(=O)c1ccccc1N1CCN(CCCCN2C(=O)C3CCCCN3C2=O)CC1 (stereo not given)	1.5	1.3	6	9	-2	24	0.2	-0.7	-7	-8	-1
CCOC(=O)N1CCN(Cc2nc3cc(NC(=O)CC(C)C)ccc3n2CC)CC1	-1.4	-0.6	-3	-3	1	-21	0.9	-1.2	-3	-3	1
O=C(Cc1ccc(Cl)cc1)c1c[nH]c(C(=O)NCCCN2CCOCC2)c1	3.8	-0.1	-4	8	-3	-48	-1.7	0.5	-6	0	-1
O=C(O)Cn1nc(-c2ccccc2)cc1-c1ccccc1	2.5	5.2	4	-1	0	78	1.7	0.2	-6	-15	1
COc1cc(C(=O)NCc2ccncc2)cc(OC)c1OC	3.0	-1.0	6	-9	-5	7	1.1	1.4	7	-2	0
COc1ccccc1N(Cc1ccccc1)S(=O)(=O)c1cccc(C(=O)Nc2ccccn2)c1	-0.1	1.4	10	-11	-1	2	0.1	-0.4	-7	9	0
CCn1cc(/C=C(\NC(=O)c2ccc(OC)c(OC)c2)C(=O)NCCCO)c2ccccc21	6.0	1.5	1	-1	-1	.	1.2	0.1	-1	-7	1
CCS(=O)(=O)Nc1cc2c3c(c1)CCC(=O)N3CCC2	-0.6	2.7	1	2	0	1	-1.4	-1.0	11	-2	-1
COc1ccccc1NC(=O)N1CCCC1C(=O)NCc1ccccc1 (stereo not given)	2.3	1.5	-1	1	1	11	-0.3	-0.7	-12	2	1
O=C(COC(=O)/C=C/c1cccc(C(F)(F)F)c1)NCc1ccco1	3.7	0.5	-5	-24	8	209	2.0	-2.3	0	-10	-4
CC(C)Sc1nc2c([nH]c3ccccc32)c(=O)n1C	2.9	3.7	-1	11	-5	30	-0.1	0.1	6	-4	-1
CC(C)(CC(=O)O)CC(=O)Nc1ccc(Cl)c(Cl)c1	1.8	-3.1	-3	-4	1	6	0.5	-4.7	0	-4	3
CC1CCN(C(=O)c2cccc(S(=O)(=O)N3CCN(c4ccccc4)CC3)c2)CC1	3.4	1.5	4	14	-6	272	0.6	1.9	-2	-2	-1
CCc1ccc(NC(=O)COC(=O)c2cccs2)cc1	3.7	2.2	4	5	2	-11	-1.4	0.8	-1	-2	-5
O=C(OCc1cnc(Cl)s1)c1ccccc1Cl	0.9	2.9	2	12	1	3	1.2	-1.1	-1	-8	-6
Cc1ccc(NC(=O)CN2CCOCC2)cc1Cl	1.2	1.0	9	-21	6	-6	0.1	0.0	-5	3	-2
O=C(CN(c1ccccc1F)S(=O)(=O)c1ccccc1)Nc1ccccc1C(=O)N1CCOCC1	3.2	2.0	7	-2	0	-22	-0.6	2.6	7	10	1
COc1ccc(OC)c(CN2CCC(C(=O)N(C)CCc3ccc(OC)c(OC)c3)CC2)c1	3.5	1.9	-1	8	-3	-4	-2.1	-0.2	-2	3	0
COc1cccc(C2CC(c3cccs3)=NN2S(C)(=O)=O)c1OC (stereo not given)	4.2	4.2	-6	4	-2	-9	0.7	1.3	-3	6	-6
COC(=O)/C=C/C(=O)Nc1cccnc1	2.7	-1.1	-8	-3	-3	12	-1.6	0.0	-5	4	3
CCC(=O)Nc1ccc(-c2nnc(-c3ccccc3)o2)cc1	2.8	0.7	-4	-2	3	3	-0.8	0.0	1	-13	-7
COc1ccc(Cn2cccc(NC(=O)Nc3cccc(OC)c3)c2=O)cc1	3.2	0.4	-2	0	3	-7	-1.0	-0.5	-5	6	-1
CN(C)c1ccc(C(=O)/C=C/c2ccccc2)cc1	5.1	0.3	3	-18	7	185	-0.6	-0.3	-1	-5	-7
COC(=O)c1ccc(N2CCN(C)CC2)c(NC(=O)c2cc3ccccc3o2)c1	-0.1	1.0	-21	-17	6	1	0.3	-2.2	-4	-9	2
CCOc1ccc(OCC)c(NC(=O)CC2Oc3ccccc3NC2=O)c1 (stereo not given)	2.1	3.4	-1	-25	8	10	1.8	-0.6	-5	-10	1
CCNC(=O)c1c(NC(=O)c2cc(-c3cc(C)cc(C)c3O)n[nH]2)sc2c1CCCC2	0.0	.	4	7	-3	.	-0.8	.	-5	2	1

Other compounds.
Molecule	phage Ecoli inh	AddAB inh	Tat export inh	HTR5A inv ag	HTR5A ag	SUMO Mot1 rescue	CDK5 p35 inh	Ecoli viability	PKA-R1A activ	PKA-R2B act	DAGLB inh
O=C(Nc1ccc(Br)cc1)c1ccc2ncsc2c1	-1.7	4.6	-4	-35	1	3	6.0	0.1	-7	-19	1
O=C(NCc1ccccc1)C1CCCN(C(=O)Nc2ccccc2)C1 (stereo not given)	0.6	1.1	7	-11	5	2	-1.9	-1.9	7	3	0
COc1ccc(NC(=O)CCNS(=O)(=O)c2ccccc2F)cc1S(=O)(=O)N1CCOCC1	1.9	.	-1	-17	5	.	0.0	.	-3	-5	0
COc1cccc(C(=O)/C=C/Nc2ccc(S(=O)(=O)Nc3onc(C)c3C)cc2)c1	4.2	12	4	-14	0	-7	1.7	5.2	-3	-8	2
Cc1cc(C)c(NC(=O)CSc2nc3ccc(NC(=O)CSc4nnnn4Cc4ccccc4)cc3s2)c(C)c1	3.0	0.4	-6	0	1	13	-1.0	1.4	4	8	13
